# uPA surface inh: blocks generation of uPA at the cell surface. cell surface uPA generation assay, qHTS. Potency, µM (titrated, usually from 38.3 µM), inactives show at the highest dose activity change, negative = inhibition, most hits filed as inhibitors. 330,000 compounds, 0.31% hits; active = well fitted inhibition curve with a large enough effect; inconclusive = small, poorly fitted or top-dose-only effect; inactive = no such curve, though single readings can be large or run the other way; tested in mouse RAW 264.7 cells; also: potency is read from the fitted curve at half-maximal effect; % is scaled to controls: 0 for no effect and ±100 for the full control effect; nearly all actives have a fitted effect of over 55% in size
# TSHR antagonist: blocks TSH signaling through the human TSH receptor | activity change, negative = inhibition, % at 11.5 µM | P16473 | 330,000 compounds, 0.2% hits | TSHR-expressing cells, TSH-stimulated cAMP HTRF, 2 h; active compounds read low | AID 504810;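 active = activity change below a set negative limit, meaning inhibition stronger than a set level, cut at about -70% in these data; inconclusive = activity change between two set negative limits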; also: % is scaled to controls: 0 for no effect and ±100 for the full control effect
#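 Antagonism was scored as loss of TSH-driven cAMP in TSHR cells, stimulated with 4nM TSH (EC80) for 2 hours at 37 deg C and detected by homogeneous HTRF competition immunoassay.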
# TSG101-PTAP inh: blocks PTAP/TSG101 interaction to inhibit HIV-1 budding. 340,000 tested, under 10 active. Potency, µM (titrated, usually from 115 µM), for inactives: at the top dose activity change, negative = inhibition, most hits filed as inhibitors. Q99816. Fluorescence polarization, FITC-PTAP peptide / Tsg101 binding; active = well fitted inhibition curve with a large enough effect in the main read-out, with a control signal flat, not every such curve was filed as active; inconclusive = small, poorly fitted or top-dose-only effect, or effect the other way, or a change in a side signal; inactive = no such curve, though single readings can be large or run the other way; also: potency is read from the fitted curve at half-maximal effect; % of control where 0% means no effect
# Target sequence (Q99816 whole entry, looked up): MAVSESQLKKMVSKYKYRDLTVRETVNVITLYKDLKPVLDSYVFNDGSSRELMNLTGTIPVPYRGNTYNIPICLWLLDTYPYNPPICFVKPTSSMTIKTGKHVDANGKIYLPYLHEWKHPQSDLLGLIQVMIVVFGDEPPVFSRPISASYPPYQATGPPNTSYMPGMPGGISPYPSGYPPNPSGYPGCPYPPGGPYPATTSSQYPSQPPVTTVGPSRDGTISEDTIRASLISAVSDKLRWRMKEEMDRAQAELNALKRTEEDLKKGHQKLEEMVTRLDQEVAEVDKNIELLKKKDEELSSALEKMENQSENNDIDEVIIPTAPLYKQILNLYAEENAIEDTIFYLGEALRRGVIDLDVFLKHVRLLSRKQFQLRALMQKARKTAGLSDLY
#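 FP read-out: FITC-PTAP peptide, 50 nM final, binding Tsg101 binding domain, 10 uM final; 20 min, r.t.; 10 mM HEPES pH 7.5, 0.15 M NaCl, 0.01% Tween 20, 3 mM EDTA, 0.1 mM TCEP.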
# B2AR arrestin: agonists driving beta-arrestin recruitment to human beta2-adrenergic receptor; P07550; beta-arrestin recruitment to beta2AR, cell-based reporter; Potency, µM (doses to about 46.1 µM), for inactives: at the top dose activation, usual class: activators; 330,000 compounds, 0.02% hits; AID 492947;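 also: potency is read from the fitted curve at half-maximal effect; 0% = DMSO controls and full agonism = EC100 isoproterenol or metaproterenol; nearly all actives have a fitted effect of over 65% in size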
# Tb PFK inh: inhibitors of T. brucei phosphofructokinase; O15648; T. brucei PFK, ADP-Glo luminescence; Potency, µM (top dose mostly 57.5 µM), inactives show top-dose activity, negative = inhibition, actives largely listed as inhibitors; 330,000 compounds, 0.17% hits; AID 485367;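 also: potency is read from the fitted curve at half-maximal effect; 0% = uninhibited 1x PFK enzyme wells and -100% = no-enzyme wells; nearly all actives have a fitted effect of over 60% in size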
#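 1.25 nM PFK with 0.5 mM F6P and 0.1 mM ATP in 0.1 M TEA pH 8.0, 5 mM MgCl2, incubated 45 min at room temperature; ADP measured by ADP-Glo luminescence; compounds titrated up to 57 uM.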
# Eya2 inh: Eya2 (human) phosphatase inhibition. O00167. recombinant Eya2, OMFP fluorescence dephosphorylation (OMFP is methylfluorescein phosphate). Potency, µM (series often up to 76.9 µM), for the others: top-dose activity, negative = inhibition, usual class: inhibitors. 330,000 compounds, 0.006% hits; also: potency is read from the fitted curve at half-maximal effect; % is scaled to controls: 0 for no effect and ±100 for the full control effect
#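 Eya2 (0.2 uM) preincubated 10 min at ambient with compound, then OMFP substrate added at 50 uM; 10 min reaction in 50 mM HEPES pH 7.5, 50 mM NaCl, 5 uM MgCl2, 0.05% BSA, 1 mM DTT. Fluorescence read at Ex 485/Em 525 nm.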
# TCR act: activators of T cell receptors; primary human leukocytes, anti-CD3, IL-2 HTRF, 48 h; Potency, µM (series often up to 9.22 µM), for the others: at the highest dose activation of IL-2 secretion, usual class: activators; 330,000 tested, under 10 active; also: % of control where 0% means no effect
#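 Activity was scored as IL-2 release from primary human leukocytes given only a TCR signal (a-CD3 beads) plus compound for 48 hr. Detection used a two-antibody HTRF format read at 665nm.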
# BCR signal inh: chronic active BCR signaling inhibition; ABC-DLBCL IkBa-CBG/CBR reporter, luminescence ratio, 4 h; Potency, µM (series often up to 46.1 µM), for the others: at the highest dose ratio change, negative = lower green/red ratio, actives largely listed as inhibitors; 340,000 compounds, 0.05% hits; AID 493014; active = well fitted inhibition curve with a large enough effect in the signal ratio, with a control signal flat, not every such curve was filed as active; inconclusive = small, poorly fitted or top-dose-only effect, or effect the other way, or a change in a side signal; the % refers to the signal ratio;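 also: potency is read from the fitted curve at half-maximal effect; plate controls were basal doxycycline-induced cells for no effect and cells given 10 µM MG132 for full effect; MG132 reads +100%, hits lower the ratio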
#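 Cell line TMD8 (human ABC DLBCL), stably expressing tet-inducible CBG68-IkBa fusion and CBR; IMDM/0.5% FBS; cpd up to 46 uM; dox induction, 4 h, 37C/5% CO2; dual luminescence; green/red ratio; MG132 control.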
# USP2a block: inhibitors of human ubiquitin-specific protease USP2a. USP2 core, Ub-CHOP2 coupled fluorogenic reporter, 485/531. Potency, µM (doses to about 38.3 µM), for inactives: at the top dose activity change, negative = inhibition, hits mostly inhibitors. AID 463254. 330,000 compounds, 0.01% hits. O75604;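 also: potency is read from the fitted curve at half-maximal effect; plate controls were DMSO wells for no effect and full inhibition by NEM control for full effect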
# Target sequence (O75604 whole entry, looked up): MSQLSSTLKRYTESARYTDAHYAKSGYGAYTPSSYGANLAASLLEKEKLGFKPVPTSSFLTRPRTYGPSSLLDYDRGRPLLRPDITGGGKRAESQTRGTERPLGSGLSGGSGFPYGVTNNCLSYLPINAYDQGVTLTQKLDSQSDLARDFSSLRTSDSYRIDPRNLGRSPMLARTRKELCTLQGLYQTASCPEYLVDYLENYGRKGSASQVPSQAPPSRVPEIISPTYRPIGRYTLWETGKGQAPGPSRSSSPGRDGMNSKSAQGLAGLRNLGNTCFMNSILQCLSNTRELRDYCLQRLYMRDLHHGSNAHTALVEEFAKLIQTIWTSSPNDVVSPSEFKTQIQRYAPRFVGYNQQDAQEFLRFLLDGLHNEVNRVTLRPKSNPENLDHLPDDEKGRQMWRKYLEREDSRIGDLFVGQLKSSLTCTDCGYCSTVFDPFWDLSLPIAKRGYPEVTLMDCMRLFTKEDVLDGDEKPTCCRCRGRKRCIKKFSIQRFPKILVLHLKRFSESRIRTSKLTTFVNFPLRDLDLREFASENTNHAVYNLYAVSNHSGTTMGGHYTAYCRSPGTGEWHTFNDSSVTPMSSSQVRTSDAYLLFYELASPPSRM
#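 Deubiquitinase activity read as fluorescence (485/531 nm) after Ub-CHOP2 cleavage activates the enterokinase reporter on its substrate; USP2 core 10nM, Ub-CHOP2 and substrate 25nM each, 30min compound preincubation then 60min RT; data normalized to NEM, curves fitted.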
# ELG1 repair inh: ELG1-dependent DNA repair inhibition; AID 504467; Potency, µM (series often up to 46.1 µM), inactives show at the highest dose activity change, negative = inhibition, hits mostly inhibitors; 330,000 compounds, 2.3% hits; HEK293T ELG1-luciferase reporter, luminescence, 16 h; DNA damage induced by 5-fluorouridine; also: potency is read from the fitted curve at half-maximal effect; % is scaled to controls: 0 for no effect and ±100 for the full control effect; nearly all actives have a fitted effect of over 55% in size
#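 HEK293T cells expressing luciferase-tagged ELG1 (2,000/well) received 5-Fluorouridine plus compound or DMSO for 16 hr at 37 °C. Luciferase was read by ONE-Glo luminescence after 30 min at room temperature.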
# Mito fusion act: inhibitors of mitochondrial division or activators of mitochondrial fusion. S. cerevisiae fusion-defective mutant growth rescue, CellTiterGlo 48 h. Potency, µM (titrated, usually from 46.1 µM), without a hit: top-dose growth rescue (activation), hits mostly activators. 320,000 compounds, 0.23% hits;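 also: potency is read from the fitted curve at half-maximal effect; % of control where 0% means no effect; nearly all actives have a fitted effect of over 45% in size; temperature-sensitive fusion mutants such as fzo1-1 at 37 °C on non-fermentable ethanol glycerol medium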
#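 Growth-rescue viability read-out: after 48 h at the non-permissive 37C in glycerol/ethanol YPEG, yeast mitochondrial fusion mutants are measured by CellTiterGlo luminescence; compounds (23 nl pinned per well) restoring growth score as division inhibitors or fusion activators.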
# * marks the source's active call; other numbers are inactive results; ? = inconclusive; nt = not tested or not shown; [ ] = another dose, or the depositor's remark. Unless noted, calls follow the shape of the dose curve; as a rule, active = well fitted curve in the direction sought with a large enough effect; inconclusive = small, poorly fitted or top-dose-only effect, or another doubt; inactive = no such curve, though single readings can be large; an effect the other way counts as inactive or inconclusive.
SMILES,uPA surface inh,TSHR antagonist,TSG101-PTAP inh,B2AR arrestin,Tb PFK inh,Eya2 inh,TCR act,BCR signal inh,USP2a block,ELG1 repair inh,Mito fusion act
CC(C(=O)N1c2ccccc2CC1C)N1CCN(S(=O)(=O)c2ccccc2F)CC1 (configuration not stated),-26%,-23,-2%,0.2%,-1%,3%,-8%,0%,2%,-9%,12%
CCCCNC(=O)N1CCN(Cc2ccc(F)cc2)CC1,6%,-23,-6%,8.3%,-3%,-8%,5%,7%,1%,7%,-2%
Cn1c(=O)c2c(ncn2CC(=O)N2CCCc3ccccc32)n(C)c1=O,-6%,12,-1%,-0.6%,-4%,9%,-2%,1%,-5%,2%,-6%
CCC(CC)C(=O)c1c[nH]c(C(=O)N2CCN(c3ccccc3)CC2)c1,nt,4,1%,0.0%,-4%,-5%,-7%,-1%,4%,0%,6%
CCOc1ccc(N2C(=O)CC(N3CCN(C(=O)CN4CCCC4)CC3)C2=O)cc1 (configuration not stated),-2%,-2,-5%,-0.8%,3%,-5%,2%,1%,2%,2%,0%
CN(C)CCCNC(=O)C[C@H]1C[C@H](C(=O)N2CCCCC2)[C@@]2(CCc3ccccc3)c3[nH]c4cc(-c5ccco5)ccc4c3CCN2C1=O,-13%,6,-1%,-0.2%,-5%,-5%,1%[46.1 µM],-8%,-3%,?,nt
COC(=O)c1sc(NC(=S)NC(=O)c2cc(OC)c(OC)c(OC)c2)nc1C,1%,-10,-3%,-0.3%,-3%,12%,-17%,-1%,2%,-4%,0%
CCC(C)c1ccc(NC(=O)c2cccnc2)cc1 (configuration not stated),nt,3,-5%,-0.2%,-3%,16%,3%,-11%,-1%,?,9%
CCC(CO)Oc1cc(NC(=O)c2cccc3ccccc23)c2ncn(C(C)C)c2c1 (configuration not stated),7%,13,0%,-0.3%,-11%,2%,4%,?,-6%,15µM*,nt
CC(NC(=O)NNC(N)=S)(C(F)(F)F)C(F)(F)F,-7%,-7,2%,?,2%,-4%,-3%,?,9%,0%,-1%
CCN(CC(=O)Nc1ccc2c(c1)OCCO2)CC(=O)Nc1ccc(C)c(S(=O)(=O)N(C)C)c1,-2%,nt,-5%,0.5%,2%,5%,-5%,-7%,-9%,?,nt
Cn1cccc1C1C(C#N)=C(N)OC2=C1C(=O)CC(C)(C)C2 (configuration not stated),-1%,2,-6%,-0.3%,-7%,4%,-1%,-4%,0%,8%,6%

# The closing 2 records of the section above are carried over, then new ones follow.
SMILES,uPA surface inh,TSHR antagonist,TSG101-PTAP inh,B2AR arrestin,Tb PFK inh,Eya2 inh,TCR act,BCR signal inh,USP2a block,ELG1 repair inh,Mito fusion act
CCN(CC(=O)Nc1ccc2c(c1)OCCO2)CC(=O)Nc1ccc(C)c(S(=O)(=O)N(C)C)c1,-2%,nt,-5%,0.5%,2%,5%,-5%,-7%,-9%,?,nt
Cn1cccc1C1C(C#N)=C(N)OC2=C1C(=O)CC(C)(C)C2 (configuration not stated),-1%,2,-6%,-0.3%,-7%,4%,-1%,-4%,0%,8%,6%
Cc1oc(-c2ccccc2Cl)nc1CN(Cc1ccccn1)C[C@@H]1CCC(=O)N1,-23%,6,-6%,0.5%,-8%,-4%,8%,-8%,-4%,-10%,3%
Cc1ccc(/C=N/NC(=O)CSc2nc3nc(C)cc(C)n3n2)cc1,-4%,1,-4%,0.3%,-2%,0%,nt,-1%,3%,-3%,0%
Cc1ccc(N2C(=O)N(CC(=O)NC(N)=O)C(=O)C2C)cc1 (configuration not stated),5%,17,-1%,-1.1%,2%,-21%,-3%,-2%,1%,10%,-1%
COc1ccc(C(C(=O)NC2CCCCC2)N(Cc2cccs2)C(=O)Cc2c[nH]c3ccccc23)cc1OC (configuration not stated),nt,3,-1%,-0.3%,3%,19%,1%,0%,-1%,?,-6%
Cc1oc(-c2cccc(C(F)(F)F)c2)nc1CN1CCC[C@H]1CO,0%,5,-5%,0.0%,-10%,3%,12%,5%,-2%,-10%,9%
CCCc1nn(CCc2ccccn2)c(N)c1CC,-1%,-11,-3%,0.3%,5%,-4%,3%,?,-3%,6%,-4%
C/C(=N\N=c1/sc2ccccc2n1C)c1ccccn1,-14%,20,-6%,0.2%,5%,-29%,1%,?,-2%,?,0%
COC(=O)CC1c2cc(OC)c(OC)cc2CC(=O)c2cc(OC)c(OC)cc21 (configuration not stated),4%,26,-6%,-0.7%,3%,3%,0%[46.1 µM],-13%,1%,16%,-7%

# A draw from above in order of number of heavy atoms, low to high:
SMILES,uPA surface inh,TSHR antagonist,TSG101-PTAP inh,B2AR arrestin,Tb PFK inh,Eya2 inh,TCR act,BCR signal inh,USP2a block,ELG1 repair inh,Mito fusion act
CC(NC(=O)NNC(N)=S)(C(F)(F)F)C(F)(F)F,-7%,-7,2%,?,2%,-4%,-3%,?,9%,0%,-1%
CCC(C)c1ccc(NC(=O)c2cccnc2)cc1 (configuration not stated),nt,3,-5%,-0.2%,-3%,16%,3%,-11%,-1%,?,9%
C/C(=N\N=c1/sc2ccccc2n1C)c1ccccn1,-14%,20,-6%,0.2%,5%,-29%,1%,?,-2%,?,0%
Cc1ccc(N2C(=O)N(CC(=O)NC(N)=O)C(=O)C2C)cc1 (configuration not stated),5%,17,-1%,-1.1%,2%,-21%,-3%,-2%,1%,10%,-1%
Cc1oc(-c2cccc(C(F)(F)F)c2)nc1CN1CCC[C@H]1CO,0%,5,-5%,0.0%,-10%,3%,12%,5%,-2%,-10%,9%
Cc1ccc(/C=N/NC(=O)CSc2nc3nc(C)cc(C)n3n2)cc1,-4%,1,-4%,0.3%,-2%,0%,nt,-1%,3%,-3%,0%
Cc1oc(-c2ccccc2Cl)nc1CN(Cc1ccccn1)C[C@@H]1CCC(=O)N1,-23%,6,-6%,0.5%,-8%,-4%,8%,-8%,-4%,-10%,3%
CCC(CO)Oc1cc(NC(=O)c2cccc3ccccc23)c2ncn(C(C)C)c2c1 (configuration not stated),7%,13,0%,-0.3%,-11%,2%,4%,?,-6%,15µM*,nt
CCN(CC(=O)Nc1ccc2c(c1)OCCO2)CC(=O)Nc1ccc(C)c(S(=O)(=O)N(C)C)c1,-2%,nt,-5%,0.5%,2%,5%,-5%,-7%,-9%,?,nt
COc1ccc(C(C(=O)NC2CCCCC2)N(Cc2cccs2)C(=O)Cc2c[nH]c3ccccc23)cc1OC (configuration not stated),nt,3,-1%,-0.3%,3%,19%,1%,0%,-1%,?,-6%

# Compound activity (PubChem BioAssay)
